Source: PubChem BioAssay
HIV peptide binding = inhibitors of HIV fusion peptide binding, primary screen, biochemical, uHTS, fluorescence dequenching (AID 1986). inhibition, % at 20 µM, or IC50 in µM where a hit was titrated. 290,000 compounds, 0.3% hits. cell-free peptide binding, fluorescence dequenching, 30 min; higher % means a stronger effect; in the data active = inhibition mostly above about 52%, no sharp cut-off; inactive = mostly below about 76%; note: some results filed as inactive read as strong as hits
Rac1 GTP hydrolysis = MgcRacGAP GTPase-activating activity inhibitors, confirmation, biochemical, ADP Hunter fluorescence; MgcRacGAP-stimulated Rac1 GTP hydrolysis, ADP Hunter fluorescence; higher % means a stronger effect; GST-tagged Rac1 F28L mutant substrate; inhibition, % at 30 µM, or IC50 in µM where a hit was titrated; 340,000 compounds, 0.6% hits; AID 624330;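 active = first-screen hits whose inhibition reached a set limit at any dose in the follow-up dose series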;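 note: fluorescence reports GDP produced by GAP-driven GTP hydrolysis; strong numbers were not always called active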
KOR beta-arrestin-1 = kappa opioid receptor activators – cell-based, luminescence, uHTS, primary screen (AID 1777); KOR beta-arrestin recruitment, luminescence; higher % means a stronger effect; 280,000 compounds, 0.02% hits; activation, % at 10 µM; hits with a dose series show EC50 in µM; in the data active = activation above about 50%, passing the limit was not always enough; note: a part of the inactive calls stands beside numbers as strong as those of hits
KOR beta-arrestin-2 = KOR antagonists, beta-arrestin recruitment, cell-based, luminescence, uHTS (AID 1778) | KOR beta-arrestin recruitment, luminescence, antagonist mode; higher % means a stronger effect | inhibition, % at 10 µM; hits with a dose series show IC50 in µM | 290,000 compounds, 0.091% hits; note: strong numbers were not always called active
GPR55 antagonists = GPR55 antagonists blocking LPI-driven arrestin recruitment, primary screen, imaging, U2OS, beta-arrestin-GFP, LPI agonist (AID 2013); U2OS GPR55 beta-arrestin-GFP translocation imaging, LPI antagonism; higher % means a stronger effect; inhibition, % at 10 µM; hits with a dose series show IC50 in µM; 290,000 compounds, 0.13% hits;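 active = spots per cell inhibited over 60%, with over 100 cells counted and total cytoplasm intensity under 500,000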;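 note: U2OS cells stably carrying GPR55 and arrestin-GFP stimulated by 5 µM LPI near EC80; imaged beta-arrestin-GFP aggregate spots per cell after agonist stimulation; plate controls were LPI-stimulated DMSO wells for no effect and DMSO wells without LPI for full effect; some results filed as inactive read as strong as hits; confirmed hits need IC50 under 10 µM and bright autofluorescent wells are also inconclusive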
HEK293 NOD2/NF-kB = NOD2 signaling inhibitors, cell-based, luminescence, uHTS, HEK293 (AID 1566); HEK293 NOD2/NF-kB luciferase reporter, luminescence; higher % means a stronger effect; 290,000 compounds, 0.63% hits; inhibition, % at 4 µM, or EC50 in µM where a hit was titrated; note: many of its hits are not listed in these tables
NOD1 inhibition = NOD1 signaling inhibitors, primary screen, cell-based, luminescence, uHTS (AID 1578). NOD1-driven NF-kB luciferase reporter cells, luminescence; higher % means a stronger effect. inhibition, % at 4 µM; hits with a dose series show EC50 in µM. 290,000 compounds, 1% hits; in the data active = inhibition mostly above about 36%, no sharp cut-off; inactive = mostly below about 34%;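 note: HEK-293T reporter cells stimulated with the NOD1 agonist gamma-tri-DAP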
GPR55 beta-arrestin = selective activators of receptor GPR55 – imaging, U2OS cells, beta-arrestin-GFP redistribution, primary screen (AID 1961) | activation, % at 10 µM; hits with a dose series show EC50 in µM | U2OS GPR55 beta-arrestin-GFP redistribution imaging; higher % means a stronger effect | 290,000 compounds, 0.048% hits;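 active = activation above 40% with more than 50 cells counted in the well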;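 note: U2OS osteosarcoma cells stably expressing GPR55 and beta-arrestin-GFP; plate controls were DMSO negative control for no effect and LPI positive control for full effect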
Large T inhibition = SV40 large T antigen inhibitors, biochemical (AID 1903); SV40 large T antigen ATPase/helicase inhibition assay; higher % means a stronger effect; inhibition, % at 20 µM; hits with a dose series show IC50 in µM; 310,000 compounds, 0.39% hits; in the data active = a potency from the dose series; note: strong numbers were not always called active
Starred values were filed as active, the others as inactive; . = no result given; [ ] = remark or other dose. Cut-off read from the data, not from the text of the source, unless noted: active = inhibition above about 50%; inactive = the rest.

Abbreviations: A = HIV peptide binding; B = Rac1 GTP hydrolysis; C = KOR beta-arrestin-1; D = KOR beta-arrestin-2; E = GPR55 antagonists; F = HEK293 NOD2/NF-kB; G = NOD1 inhibition; H = GPR55 beta-arrestin; I = Large T inhibition
CCOC(=O)C1=C(C)N(CCCCCC(=O)O)C(=O)NC1c1ccc(Br)cc1 (configuration not stated)
  A = -1.1%; B = 3%; C = -6.9%; D = 5%[20 µM]; E = 1%; F = -27%; G = -24%; H = 0.2%; I = 20%
S=C1NCCOCCOCCOCCOCCNC(=S)NCCOCCOCCOCCOCCN1
  A = 0.4%; B = 5%; C = 0.6%; D = -34%; E = -16%; F = 12%; G = -19%; H = 0.7%; I = 6%
C=CCNC(=O)c1onc(CSc2ccc(F)cc2)c1C(=O)NCCOC
  A = 5.4%; B = 7%; C = 2.4%; D = -10%; E = 14%; F = 20%; G = 2%; H = -0.1%; I = 3%
CCOC(=O)c1ccc(S(=O)(=O)Nc2nc3cc(S(=O)(=O)NC4=NCCCCC4)ccc3s2)cc1
  A = 8.2%; B = 107µM*; C = -5.0%; D = 17%; E = 3%; F = 4%; G = -34%; H = 0.0%; I = 33µM*
COc1ccc(CCNc2ccc(C(=O)O)cc2[N+](=O)[O-])cc1OC
  A = 0.8%; B = -3%; C = -6.8%; D = 4%; E = 4%; F = 6%; G = -15%; H = -0.2%; I = 9%
COc1ccc(OC)c(C(c2nnnn2CCc2ccccc2)N2CCN(c3ccccc3)CC2)c1 (configuration not stated)
  A = 1.0%; B = 8%; C = 0.7%; D = 25%; E = 13%; F = -2%; G = -12%; H = 0.2%; I = -4%
Cc1cc(C(=O)N(NC(=O)C(C)C)c2ccccc2)cs1
  A = 2.4%; B = 6%; C = -6.8%; D = -16%; E = 12%; F = -4%; G = -24%; H = 0.0%; I = 5%
CCN1CCN(c2nc(-c3ccccn3)nc3ccccc23)CC1
  A = 2.2%; B = 10%; C = -1.0%; D = 17%; E = .; F = 2%; G = 1%; H = -0.1%; I = 9%
Cc1ccc(C(=O)Nc2cccc(C(=O)NCc3ccccc3)c2)cc1
  A = -0.9%; B = 5%; C = 2.6%; D = -17%; E = 7%; F = -26%; G = -41%; H = -0.3%; I = 9%
CCCC(C)c1nnc(NC(=O)CCS(=O)(=O)c2ccccc2)s1 (configuration not stated)
  A = 1.6%; B = 14%; C = 1.2%; D = -21%; E = -6%; F = 8%; G = 26%; H = -0.1%; I = 7%
COc1cccc(C2Nc3ccccc3C(=O)N2O)c1O (configuration not stated)
  A = 1.8%; B = 16%; C = 1.6%; D = -18%; E = 22%; F = -17%; G = -7%; H = 0.5%; I = 5%
COc1ccc(Cl)cc1NC(=S)N1CCCCCC1
  A = -0.6%; B = 4%; C = -0.3%; D = -24%; E = 2%; F = -4%; G = -10%; H = -0.1%; I = 3%
COc1cccc2cc(-c3cc(=O)oc4cc(C)c(O)cc34)oc12
  A = 12%; B = .; C = 10%; D = -45%; E = -15%; F = 3%; G = 20%; H = -0.1%; I = 30%
Cc1cc(Cl)ccc1OCC(=O)Nc1ccccc1N1CCOCC1
  A = -2.6%; B = 10%; C = -3.1%; D = 11%; E = -3%; F = -4%; G = 7%; H = -0.4%; I = -1%
CC1(C)C(=O)OC(C(=O)c2ccccc2)C2(CCCCC2)C1=O (configuration not stated)
  A = -2.0%; B = 11%; C = 8.9%; D = 14%; E = 0%; F = 1%; G = 20%; H = -0.3%; I = 17%
O=c1cc(CSc2nnc(-c3ccco3)o2)c2ccccc2[nH]1
  A = 0.7%; B = 0%; C = 3.0%; D = -16%; E = -6%; F = 14%; G = -5%; H = 0.2%; I = 1%
CCOC(=O)c1ccc(CNC(=O)Cn2nnc(-c3ccccc3)n2)o1
  A = -1.9%; B = 3%; C = -4.3%; D = 10%; E = 3%; F = -4%; G = -18%; H = 0.0%; I = 14%
CC(CC(=O)NCc1ccc(F)cc1)c1ccccc1 (configuration not stated)
  A = -0.1%; B = 8%; C = 1.3%; D = -28%; E = -4%; F = -3%; G = -7%; H = 0.0%; I = 8%
COc1cc(C)c(CN2CCSCC2)cc1C
  A = -3.0%; B = 26%; C = -1.3%; D = -9%[20 µM]; E = 0%; F = 9%; G = 47%; H = 1.1%; I = 1%
COc1cc2nc(Nc3ccc(C)c(Cl)c3)nc(N)c2cc1OC
  A = -0.7%; B = 9%; C = -1.2%; D = -43%; E = 39%; F = 22%; G = 3%; H = -0.1%; I = 23%
CC(C)Cc1cc(C(=O)N2CCCC(C(=O)c3cc(F)ccc3F)C2)n(C)n1 (configuration not stated)
  A = 1.2%; B = -1%; C = -5.4%; D = 2%; E = 8%; F = 24%; G = -24%; H = -0.2%; I = 7%
O=S(=O)(NCC1CCN(c2ccc(S(=O)(=O)N3CCOCC3)cc2)CC1)c1ccc(F)cc1
  A = -1.4%; B = 8%; C = -0.1%; D = -17%; E = 10%; F = 14%; G = -5%; H = 0.2%; I = 7%
S=c1[nH]nc(COc2ccccc2)n1/N=C/c1cccs1
  A = -0.5%; B = 16%; C = -4.4%; D = 16%; E = 5%; F = 8%; G = 1%; H = -0.3%; I = 6%
Cc1c(CN2CCc3c([nH]c4ccccc34)C2C2CCCCC2)cnn1C (configuration not stated)
  A = -0.4%; B = 1%; C = -2.3%; D = -24%; E = 13%; F = 24%; G = -19%; H = -0.2%; I = 6%
COc1ccc(C2NC(=O)NC(O)(C(F)(F)F)C2C(=O)c2ccc(F)cc2)cc1 (configuration not stated)
  A = 1.3%; B = 3%; C = 0.4%; D = 27%; E = 18%; F = 12%; G = -3%; H = 0.5%; I = 16%
O=S1(=O)CCN(Cc2ccc(Cl)cc2)CC1
  A = -1.5%; B = -4%; C = 3.3%; D = -40%; E = -1%; F = 5%; G = 25%; H = -0.1%; I = -7%
CC(C)C(=O)NC(Nc1ccccc1F)C(Cl)(Cl)Cl (configuration not stated)
  A = -3.3%; B = 2%; C = 5.2%; D = -8%; E = 4%; F = 12%; G = 2%; H = 0.2%; I = -2%
CC1CCCN(C(=O)C2COc3ccccc3O2)C1 (configuration not stated)
  A = 0.3%; B = 8%; C = -4.3%; D = -7%; E = 4%; F = -8%; G = -34%; H = -0.1%; I = 10%
CC(=O)N1CCN2C(=O)C1CCCC(=O)c1cc(C3CCCCC3)ccc12 (configuration not stated)
  A = 0.7%; B = 1%; C = -4.7%; D = -38%; E = 7%; F = 9%; G = -13%; H = -0.2%; I = 4%
Cc1c(CNCC(C)c2ccccc2)c(C(=O)O)c(C)n1Cc1ccccc1 (configuration not stated)
  A = 1.8%; B = 2%; C = 7.0%; D = 18%; E = -4%; F = 9%; G = -18%; H = 1.4%; I = 6%
CS(=O)(=O)N1CCc2cc(C(=O)N3CCCC3)ccc21
  A = 1.0%; B = 1%; C = -0.3%; D = -11%; E = 14%; F = 25%; G = -13%; H = 0.0%; I = 8%
O=C(CSc1ccc(Cl)cc1)NN=C1CCCCCC1
  A = -0.6%; B = 3%; C = -2.5%; D = -5%; E = 2%; F = 16%; G = -26%; H = 0.1%; I = 8%
CN(C)c1ccc(C(C(=O)NC2CCCC2)N(C(=O)c2ccco2)C2CC2)cc1 (configuration not stated)
  A = -0.6%; B = 6%; C = 1.9%; D = -15%; E = -5%; F = -6%; G = -28%; H = -0.2%; I = -3%
CCN(CC)c1ccc(/C=N/N2C(C)CCCC2C)c(O)c1 (configuration not stated)
  A = 2.0%; B = 8%; C = 3.5%; D = -43%; E = -3%; F = 6%; G = 4%; H = -0.4%; I = 32%
Cc1ccc(NC(=O)c2onc(C)c2Cl)cc1
  A = -4.2%; B = 4%; C = 7.6%; D = 9%; E = -6%; F = -47%; G = -57%; H = -0.1%; I = 7%
COCCCN1C(=O)c2ccc(C(=O)NCc3ccco3)cc2C1=O
  A = -0.5%; B = 17%; C = -3.6%; D = 26%; E = -6%; F = 17%; G = 25%; H = 0.1%; I = 5%
Cc1onc(-c2ccccc2)c1C(=O)N/N=C/c1cc2c(cc1Br)OCO2
  A = -1.6%; B = 7%; C = 3.3%; D = -35%; E = 2%; F = -7%; G = 7%; H = 0.1%; I = 10%
O=C(Nc1ccccc1C(=O)N1CCN(Cc2ccccc2)CC1)c1ccccc1
  A = -0.8%; B = 7%; C = -3.4%; D = 13%; E = 26%; F = 3%; G = -20%; H = -0.1%; I = 5%
CCCCCN1CSC(=S)N(Cc2ccccc2)C1
  A = 0.4%; B = 8%; C = -0.6%; D = .; E = 5%; F = 1%; G = -12%; H = -0.2%; I = 25%
CCN1CCN(C(=O)c2nn(-c3ccccc3)c(=O)c3ccccc23)CC1
  A = -0.8%; B = 1%; C = 1.1%; D = 16%; E = 0%; F = -1%; G = 0%; H = -0.1%; I = 13%
CCOC(=O)CNC(=O)CSc1nc(N(C)C)nc(N2CCOCC2)n1
  A = -1.6%; B = 3%; C = -1.8%; D = 13%; E = 8%; F = -6%; G = 0%; H = 0.0%; I = -2%
C[n+]1cccc(CNC(=O)/C=N/O)c1
  A = -2.3%; B = 9%; C = -2.5%; D = 2%; E = 7%; F = 19%; G = 7%; H = -0.2%; I = 13%
CCN1CCCc2cc(CN(CCN3CCOCC3)C(=S)Nc3ccccc3OC)ccc21
  A = -0.8%; B = 11%; C = -2.8%; D = 13%; E = 8%; F = -12%; G = -35%; H = -0.1%; I = 17%
O=C(NNC1CC(=O)N(c2ccccc2)C1=O)c1ccc(COc2ccccc2Cl)o1 (configuration not stated)
  A = 22%; B = 2%; C = 6.8%; D = -9%; E = -4%; F = 6%; G = -9%; H = -0.3%; I = 11%

7 entries from above, bar-delimited.
mol | HIV peptide binding | Rac1 GTP hydrolysis | KOR beta-arrestin-1 | KOR beta-arrestin-2 | GPR55 antagonists | HEK293 NOD2/NF-kB | NOD1 inhibition | GPR55 beta-arrestin | Large T inhibition
O=C(Nc1ccccc1C(=O)N1CCN(Cc2ccccc2)CC1)c1ccccc1 | -0.8% | 7% | -3.4% | 13% | 26% | 3% | -20% | -0.1% | 5%
CCCCCN1CSC(=S)N(Cc2ccccc2)C1 | 0.4% | 8% | -0.6% | . | 5% | 1% | -12% | -0.2% | 25%
CCN1CCN(C(=O)c2nn(-c3ccccc3)c(=O)c3ccccc23)CC1 | -0.8% | 1% | 1.1% | 16% | 0% | -1% | 0% | -0.1% | 13%
CCOC(=O)CNC(=O)CSc1nc(N(C)C)nc(N2CCOCC2)n1 | -1.6% | 3% | -1.8% | 13% | 8% | -6% | 0% | 0.0% | -2%
C[n+]1cccc(CNC(=O)/C=N/O)c1 | -2.3% | 9% | -2.5% | 2% | 7% | 19% | 7% | -0.2% | 13%
CCN1CCCc2cc(CN(CCN3CCOCC3)C(=S)Nc3ccccc3OC)ccc21 | -0.8% | 11% | -2.8% | 13% | 8% | -12% | -35% | -0.1% | 17%
O=C(NNC1CC(=O)N(c2ccccc2)C1=O)c1ccc(COc2ccccc2Cl)o1 (configuration not stated) | 22% | 2% | 6.8% | -9% | -4% | 6% | -9% | -0.3% | 11%

Only part of the results is shown; rates above refer to the full screens.
